Screening data (PubChem)
NCI-60 one-dose screen, 48 h, at 10 µM unless noted. Numbers give growth in % (100 = growth as untreated, 0 = no growth, -100 = all killed).
NCI-H322M = NCI-H322M lung cancer | actives 2.7% (n = 80,000)
RXF 393 = RXF 393 renal cancer cells | actives 6.9% (n = 77,000) | AID 1794773
NCI-H226 = NCI-H226 lung cancer | actives 3.5% (n = 79,000) | AID 1794732
COLO 205 = COLO 205 colon cancer. actives 7.3% (n = 79,000). AID 1794742
NCI-H23 = NCI-H23 lung cancer | AID 1794731 | actives 4% (n = 80,000)
NCI-H522 = NCI-H522 lung cancer | actives 8% (n = 78,000)
A498 = A498 renal cancer cells; actives 5.4% (n = 76,000)
NCI-H460 = NCI-H460 lung cancer. actives 6.8% (n = 82,000). AID 1794736
HT29 = HT29 colon cancer; actives 7.4% (n = 81,000); AID 1794748
* marks the source's active call; other numbers are inactive results; nt = no result given. Rule for the calls: active = growth percent below 10; inactive = the rest.

Results follow in this order: NCI-H460	HT29	COLO 205	NCI-H522	RXF 393	NCI-H23	NCI-H322M	NCI-H226	A498
O=C1OC(Oc2ccccc2)(c2ccccc2)c2ccccc21 (stereo unspecified)
    99.1	101.5	111.8	nt	119.9	104.6	127.5	107.0	79.9
CCCCCCCCCCCCCCCCCCCCBr
    112.6	107.9	117.2	95.7	129.1	115.2	122.1	109.6	109.9
CC(=O)CC(c1cccs1)c1c(C)[nH]c2ccccc12 (stereo unspecified)
    102.6	100.0	113.1	87.0	109.6	92.4	98.5	100.8	nt
CCCn1c2cc(OCc3cn(-c4ccc(Br)cc4)nn3)ccc2c2ccnc(C)c21
    36.2	57.9	42.0	76.1	51.0	81.7	71.5	25.6	77.8
COc1ccc(-n2c(-c3ccccc3)c(-c3ccccc3)c3c(SCC(=O)N/N=C/c4ccc(Cl)cc4)ncnc32)cc1
    102.4	94.4	104.3	83.5	97.3	68.2	97.2	76.6	75.6
Cc1ccc(C(F)(F)F)cc1N1CCN(C(=O)C23CC(c4cccc(C(F)(F)F)c4)(C2)C3)CC1
    72.8	46.8	96.1	81.1	82.5	66.1	108.1	58.1	79.7
CCNC(=O)COc1ccc(Br)cc1Br
    97.3	93.3	109.2	88.5	88.5	101.7	90.9	93.4	73.0
CC(C)(OC(=O)c1ccccc1)C(Br)CBr (stereo unspecified)
    123.8	91.5	103.4	86.3	121.4	96.5	99.5	109.8	108.9
C[N+]1(CCC[N+]2(C)CCCCCCC2)CCCCCCC1
    106.9	124.4	109.7	nt	111.7	106.4	151.5	106.7	86.1
CCOC(=O)C(/C=N\C(=S)Nc1ccc(OCC)cc1)=C(/O)c1ccccc1
    105.7	106.4	104.0	91.0	104.7	95.1	100.3	92.0	83.0
CCOC(=O)N1CCN(CC(=O)Nc2c(C)cccc2C)CC1
    103.5	99.4	103.2	88.5	96.9	97.4	92.2	99.2	101.2
O=C(C1CC=CCC1)N1CCCCCC1 (stereo unspecified)
    107.2	96.5	118.1	92.9	106.1	94.7	106.2	108.3	nt
Cc1cc2nc(-c3ccccn3)c(-c3ccccn3)nc2cc1C
    119.1	99.5	106.6	80.6	71.8	98.0	113.2	98.0	99.0
CS(=O)(=O)N1CCN(c2nc(-c3ccccc3)nc3nc(-c4ccccc4)oc23)CC1
    110.7	115.6	118.9	98.1	125.5	106.7	108.9	108.9	94.3
O=C(/C=C/c1cn(-c2ccccc2)nc1-c1ccc(F)cc1)OCc1cn(-c2cccc([N+](=O)[O-])c2)nn1
    103.4	80.8	94.3	70.8	111.5	98.5	90.2	91.9	90.4

Next compounds follow:
Results follow in this order: NCI-H460	HT29	COLO 205	NCI-H522	RXF 393	NCI-H23	NCI-H322M	NCI-H226	A498
Cc1onc(-c2c(F)cccc2Cl)c1-c1ncc(-c2ccc(Br)cc2)o1
    4.7*	24.9	49.6	41.9	58.7	42.1	61.9	73.1	86.4
CN(Cc1ccc(C(F)(F)F)cc1)CC(O)C(=O)Nc1ccc(Cl)cc1 (stereo unspecified)
    18.3	1.3*	-68.6*	-51.4*	12.9	-50.9*	42.4	51.8	-4.4*
FC(F)(F)c1ccc(-c2nc(-c3nc4cc(Cl)c(Cl)cc4[nH]3)c3ccccn23)cc1
    60.4	55.9	87.1	74.8	31.7	75.1	61.2	55.2	38.5
Cc1cc(=O)n2nc(-c3c[nH]c4ccccc34)sc2n1
    100.4	106.6	101.8	90.4	104.8	92.6	93.4	98.6	95.1
CCCC(=O)Oc1cccc(CC)c1
    104.4	98.3	100.6	94.8	106.2	97.7	110.9	106.6	96.7
Nc1cn(-c2ccc(F)cc2)nc1NC(=O)N1Cc2nccnc2C1
    99.6	87.2	104.3	69.3	106.1	104.0	92.3	105.8	90.2
Fc1c[c-]c(-c2ccccn2)c(F)c1.Fc1c[c-]c(-c2ccccn2)c(F)c1.[Cl][Pt+].[Cl][Pt+].c1ccc([PH+](C[PH+](c2ccccc2)c2ccccc2)c2ccccc2)cc1
    8.7*	7.8*	-65.2*	nt	34.0	-6.3*	66.6	nt	21.6
C/C(=N\OC(=O)Nc1cccc(Cl)c1)c1ccccc1
    105.0	94.4	117.3	91.9	87.5	106.1	97.6	92.1	42.8
COc1cc(NCC(=O)Nc2cc(Nc3cccc(F)c3)ncn2)c(Cl)c(OC)c1Cl
    110.0	90.2	101.3	84.2	113.5	89.1	103.5	97.9	119.5
O=[N+]([O-])c1cccc(C2OCC3(CO2)COC(c2cccc([N+](=O)[O-])c2)OC3)c1 (stereo unspecified)
    109.8	126.1	113.7	99.9	116.6	106.0	101.5	96.6	107.4
OCC(F)(F)C(F)(F)C(F)(F)CO
    99.4	104.5	124.1	nt	92.4	116.8	106.9	102.3	103.8
O=S(=O)(Nc1cccnc1Oc1ccccc1)c1ccc(Cl)cc1Cl
    103.2	114.2	103.3	101.0	114.9	99.8	98.6	103.3	108.9
COc1cc(C2=NN(C(C)=O)C(c3ccc(Oc4ccc(Cl)cc4)cc3)C2)cc(OC)c1OC (stereo unspecified)
    99.8	106.6	102.5	92.3	107.9	97.6	88.7	104.4	82.7
CCCCCCCCCCCCCCCCNC(=O)Nc1ccc(Cc2ccc(NC(=O)NCCCCCCCCCCCCCCCC)cc2)cc1
    97.9	102.3	93.3	nt	100.8	107.2	95.1	95.2	105.3
CN(C)c1ccc(/C=C2\C(=N)N=C(SCc3nc4ccccc4[nH]3)NC2=O)cc1
    108.0	119.6	116.7	111.5	106.5	96.7	108.4	99.9	136.9

The results go on:
Results follow in this order: NCI-H460	HT29	COLO 205	NCI-H522	RXF 393	NCI-H23	NCI-H322M	NCI-H226	A498
CCOC(=O)CC(=O)OC
    101.2	96.5	101.1	90.2	114.1	105.9	110.7	101.3	92.2
Cc1cc2c(c(C)c1Cl)C(=O)/C(=C/c1cccc([N+](=O)[O-])c1)O2
    100.9	95.4	123.0	80.6	107.4	90.3	98.7	nt	95.6
CCOC(=O)CSC1=C(C)C(=O)c2ccccc2C1=O
    101.2	108.2	113.6	83.8	109.5	87.1	105.5	93.2	113.8
COC(=O)n1c(C)nn(-c2cc(N(S(=O)OC)S(=O)OC)c(Cl)cc2Cl)c1=O (stereo unspecified)
    111.1	103.3	123.8	101.5	125.0	103.8	121.3	152.8	nt
O=C(c1ccccc1)C(c1ccccc1)[n+]1ccccc1 (stereo unspecified)
    110.4	89.9	104.0	97.3	nt	100.3	112.5	101.8	114.7
N#Cc1nnc2cc(-c3ccccc3)nn2c1-c1cccs1
    104.9	110.1	107.1	91.3	99.3	87.8	93.9	71.3	131.7
CC(=O)c1ccc(NC(=O)CS(=O)(=O)c2ccccc2)cc1
    107.3	105.8	106.5	87.3	110.5	101.3	109.0	99.4	105.5
CCOC(=O)c1sc2ccc(N)cc2c1NC(=O)c1ccc(C)cc1
    109.2	115.5	127.1	81.1	94.9	93.9	94.4	85.7	105.2
OC(Cc1ccccn1)(c1ccccc1)c1ccccc1
    107.8	85.5	99.1	77.9	113.7	105.0	92.5	109.2	116.9

9 of the compounds above, as tab-separated lines.
Structure	NCI-H460	HT29	COLO 205	NCI-H522	RXF 393	NCI-H23	NCI-H322M	NCI-H226	A498
COc1cc(C2=NN(C(C)=O)C(c3ccc(Oc4ccc(Cl)cc4)cc3)C2)cc(OC)c1OC (stereo unspecified)	99.8	106.6	102.5	92.3	107.9	97.6	88.7	104.4	82.7
CCCCCCCCCCCCCCCCNC(=O)Nc1ccc(Cc2ccc(NC(=O)NCCCCCCCCCCCCCCCC)cc2)cc1	97.9	102.3	93.3	nt	100.8	107.2	95.1	95.2	105.3
CN(C)c1ccc(/C=C2\C(=N)N=C(SCc3nc4ccccc4[nH]3)NC2=O)cc1	108.0	119.6	116.7	111.5	106.5	96.7	108.4	99.9	136.9
CCOC(=O)CC(=O)OC	101.2	96.5	101.1	90.2	114.1	105.9	110.7	101.3	92.2
Cc1cc2c(c(C)c1Cl)C(=O)/C(=C/c1cccc([N+](=O)[O-])c1)O2	100.9	95.4	123.0	80.6	107.4	90.3	98.7	nt	95.6
CCOC(=O)CSC1=C(C)C(=O)c2ccccc2C1=O	101.2	108.2	113.6	83.8	109.5	87.1	105.5	93.2	113.8
COC(=O)n1c(C)nn(-c2cc(N(S(=O)OC)S(=O)OC)c(Cl)cc2Cl)c1=O (stereo unspecified)	111.1	103.3	123.8	101.5	125.0	103.8	121.3	152.8	nt
O=C(c1ccccc1)C(c1ccccc1)[n+]1ccccc1 (stereo unspecified)	110.4	89.9	104.0	97.3	nt	100.3	112.5	101.8	114.7
N#Cc1nnc2cc(-c3ccccc3)nn2c1-c1cccs1	104.9	110.1	107.1	91.3	99.3	87.8	93.9	71.3	131.7

Random excerpt: 2 records from the list
Results follow in this order: NCI-H460	HT29	COLO 205	NCI-H522	RXF 393	NCI-H23	NCI-H322M	NCI-H226	A498
COC(=O)n1c(C)nn(-c2cc(N(S(=O)OC)S(=O)OC)c(Cl)cc2Cl)c1=O (stereo unspecified)
    111.1	103.3	123.8	101.5	125.0	103.8	121.3	152.8	nt
COc1cc(NCC(=O)Nc2cc(Nc3cccc(F)c3)ncn2)c(Cl)c(OC)c1Cl
    110.0	90.2	101.3	84.2	113.5	89.1	103.5	97.9	119.5
